Source: PubChem BioAssay
Insulin prom inh – TRM-6 insulin promoter activity inhibition. 130,000 compounds, 0.9% hits. TRM-6 cells (human fetal islet line), insulin promoter-eGFP reporter, imaging; reporter expression induced with tamoxifen. inhibition, % at 2 µM;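 active = inhibition above the mean plus 3 SD, with well images judged a real hit on visual review, cut at about 60% in these data, passing the limit was not always enough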
sdo1 growth – restores growth of sdo1-depleted yeast; S. cerevisiae sdo1-depleted JHY4D growth rescue, OD600 30 h; stronger effect = higher value; pdr5 snq2 efflux-pump mutant strain; z-score at 10 µM; 140,000 compounds, 0.21% hits;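 active = z-score above 3 at both the 24 hr and the 30 hr optical density reads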;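 note: z-score against mean and SD of all compound wells on the same plate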
sdo1 growth Rescue 24 h – further read-out of sdo1 growth, marked with its call; z-score; S. cerevisiae sdo1-depleted JHY4D growth rescue, OD600; measured here: growth rescue at 24 h;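 0 is the plate mean of compound wells and units are plate SD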
* hit, by the source's call; / = no result given. The list is partial; count on the stated rates, not on these rows.

SMILES,Insulin prom inh,sdo1 growth,sdo1 growth Rescue 24 h
COc1ccccc1NC(=O)COc1ccc(C(F)(F)F)cc1[N+](=O)[O-],20.8,/,/
CC1(C)Cc2ccccc2-c2nc(NCCO)n(-c3ccccc3)c(=O)c21,/,-1.02,-0.71
CCOC(=O)C1CCN(C(=O)CN(c2ccc3c(c2)OCO3)S(C)(=O)=O)CC1,12.0,1.37,0.35
CCOc1ccccc1NC(=O)N1CCC(C(=O)c2ccc(F)cc2)CC1,10.7,-0.34,-0.36
COc1ccc(C(CNC(=O)c2ccc(OCC3CCCO3)cc2)N2CCOCC2)cc1 (stereo not given),27.8,1.03,0.69
CC(=O)c1ccc(NC(=O)Oc2ccccc2)cc1,/,0.66,0.4
COCCNC(=O)CC(=O)N/N=C/c1cccc(C(=O)OC)c1,-78.6,/,/
Cc1ccc(-n2c(C)cc(C(=O)CN3C(=O)C(=O)N(C4CCCC4)C3=O)c2C)cc1,38.1,/,/
O=C(/C=C/c1ccccc1Cl)Nc1ccc(S(=O)(=O)Nc2ncccn2)cc1,20.0,/,/
COC(=O)c1sc2ccc(C)cc2c1C(=O)OC,50.0,0.22,0.7
O=C1COc2ccc(-c3csc(=Nc4ccc(OC(F)F)cc4)n3CC3CCCO3)cc2N1 (stereo not given),-10.5,-1.37,-0.5
Cc1cc(N2CCOCC2)n2cc(-c3ccccc3)nc2n1,-9.1,/,/
CCn1c(CNC(=O)c2ccc(OC)c(OC)c2)nnc1SCC(=O)Nc1ccccc1,-106.2,1.82,1.38
Cc1ccc(NC(=O)c2c(C)nc3sc(C(=O)NC4CCCC4)c(N)c3c2-c2ccco2)c(C)c1,28.6,-1.16,0.06
Cc1cc(Br)ccc1NC(=S)Nc1cccc([N+](=O)[O-])c1,/,-1.84,-1.38
Cc1ccc(SCCNC(=S)Nc2ccc(C)cc2C)cc1,-40.6,-1.38,-0.74
Cc1ccc(S(=O)(=O)N2CCN(C(=O)CSc3nnc(-c4ccco4)o3)CC2)cc1,/,0.14,0.12
CCNc1nc(NC(C)(C)C)nc(N(C#N)CC)n1,28.6,-0.5,-0.92
COc1ccc(CC(CC(=O)O)C(=O)Nc2ccccc2)cc1 (stereo not given),/,1.48,2.21
O=S(=O)(c1ccc2oc3ccccc3c2c1)N1CCCC1,-23.1,-0.67,-0.71

SMILES,Insulin prom inh,sdo1 growth,sdo1 growth Rescue 24 h
CC(=O)Nc1cc(C(=O)N2CCc3ccccc3C2)ccc1Sc1ccc(Cl)cc1,-23.3,-1.61,-0.94
CCOC(=O)c1ccc(Nc2nc(=O)c3cccnc3s2)cc1,/,-0.17,-0.88
CC(Oc1ccc(-c2ccccc2)c(F)c1)c1ccn(S(=O)(=O)c2ccc(F)cc2)n1 (stereo not given),-41.7,0.49,0.51
CC1(C)Cc2cccc(Oc3ccc(S(=O)(=O)N4CCCC4)cn3)c2O1,-33.3,/,/
O=C(OCc1nnc(-c2ccccc2)o1)c1ccc2c(c1)OCO2,/,-0.62,-0.73
COc1ccc(/C=N/n2cnnc2)cc1COc1ccccn1,9.1,0.31,0.18
Cc1ccccc1NC(=S)N(Cc1cccnc1)Cc1ccco1,-80.0,-0.07,-1.79
N#C/C(=C(/O)COC(=O)c1ccc(C#N)cc1)c1nc2ccccc2s1,-48.1,1.12,0.97
O=C(NCc1ccncc1)Nc1ccc(F)cc1,-20.6,1.79,3.82
COCCNC(=O)C(c1ccc(C)cc1)N(C(=O)C(=O)NC1CCCC1)c1ccc2c(c1)OCCO2 (stereo not given),23.5,/,/
CCOC(=O)N1CCN(Cc2c(NC(=O)c3ccco3)sc(C)c2C)CC1,-81.8,/,/
Cc1ccccc1NS(=O)(=O)c1ccc2[nH]cc(C(=O)NCCCN3CCOCC3)c(=O)c2c1,/,0.97,0.48
CC(C)CCNC(=O)C1CCN(c2nc3ccccc3o2)CC1,/,0.32,0.22
O=C(Nc1cccnc1)c1ccccc1Oc1ccccc1,22.7,0.44,0.62
Cc1ccnc2nc(C(=O)OCC(=O)NCCc3ccc(Cl)cc3)nn12,58.1,1.29,0.37
COCCNC(=O)c1c(N)n(/N=C/c2cccs2)c2nc3ccccc3nc12,10.0,-0.7,1.11
Cc1ccc(S(=O)(=O)Nc2ccc(N(C)C)cc2)cc1,0.0,/,/
COc1ccc(O)c(-c2c(-c3ccc(Cl)cc3)n[nH]c2C)c1,-35.7,-0.31,-0.56
Cc1ccc(S(=O)(=O)c2c(COC(=O)c3ccccc3Cl)c(-c3ccccc3)nn2C)cc1,-15.6,-1.14,-0.4
Cc1onc(-c2c(Cl)cccc2Cl)c1C(=O)c1c[nH]c(C(=O)NCCCN2CCOCC2)c1,46.7,0.15,-0.44

SMILES,Insulin prom inh,sdo1 growth,sdo1 growth Rescue 24 h
COc1ccc(-c2nc3ccc([N+](=O)[O-])cc3[nH]2)cc1,40.6,-0.4,0.62
O=C(NCCCn1ccnc1)C(=O)c1c[nH]c2ccccc12,9.5,/,/
CCOc1ccc2cc(C#N)c(SCC(=O)N3CCCC3)nc2c1,-28.6,/,/
Cc1cccc2c1N(CC(=O)OC(C)C)C(=O)C2=O,/,0.3,-0.09
COCCn1c(SCc2ccc(C(=O)OC)o2)nc2ccccc2c1=O,/,-2,-1.87
CC(Cn1cnc2ccccc21)C(=O)O (stereo not given),22.2,0.33,0.3
Cc1ccccc1-n1nc2c(c1NC(=O)c1cc3ccccc3oc1=O)CS(=O)(=O)C2,9.1,-0.12,-0.35
CC(NCC1COc2ccccc2O1)C(=O)NCc1ccccc1 (stereo not given),-33.3,/,/
Cc1cccc2nc(-c3ccco3)c(Nc3ccc4c(c3)OCCO4)n12,0.0,/,/
CCOc1cc(/C=C(\CC(=O)O)c2nc3ccccc3s2)ccc1OC,33.3,/,/
Cc1ccc(/C=C/C(=O)Nc2cccc3ncccc23)o1,-40.0,0.03,-0.78
CC(C)(C)n1nnnc1C(c1ccccn1)N(Cc1ccccc1)Cc1ccc(Cl)cc1 (stereo not given),/,-1.27,-0.25
COc1cc(NS(=O)(=O)c2ccc(C)cc2C)cc(OC)c1OC,/,0.29,-0.52
Cc1cc(C)c2nc(-c3cccnc3)cc(C(=O)Nc3ccc(S(=O)(=O)Nc4onc(C)c4C)cc3)c2c1,0.0,/,/
O=C(CN1CCOCC1)Nc1ccc(NC(=O)CN2CCOCC2)c(Cl)c1,19.2,0.69,0.52
O=C(Nc1ccc(C(=O)O)cc1)/C(=C/c1ccc2c(c1)OCO2)NC(=O)c1cccc(Br)c1,-54.5,/,/
C(=C\CSc1ncn[nH]1)/CSc1ncn[nH]1,-50.0,0.98,-0.33
O=C(c1ccc(F)cc1)[C@@H]1[C@@H](C(=O)c2ccccc2)[C@@]2(C(=O)Nc3ccccc32)[C@H]2c3ccccc3C=CN12,/,-0.31,-0.77
CN(c1ccc(C(=O)NCc2ccc3c(c2)OCO3)cc1)S(C)(=O)=O,20.6,0.3,0.19
CCOC(=O)C1=C(CN2CCN(C(=O)OCC)CC2)NC(=O)NC1c1ccc2c(c1)OCO2 (stereo not given),-70.6,/,/

Values in the order – Insulin prom inh, sdo1 growth, sdo1 growth Rescue 24 h
Cc1ccc(Cn2cccc(-c3nc4ccccc4s3)c2=O)cc1
  16.7, -0.75, 1.41
CCOC(=O)c1cc2occc2n1Cc1c(F)cccc1Cl
  -42.9, -0.09, -0.26
O=C(CSC1=NCCS1)N1CCc2ccccc21
  60.0, 1.2, -0.03
CCOC(=O)CSc1nnc(-c2ccco2)n1-c1ccc(C)cc1
  /, 0.78, 1.56
Nc1nnc(SCC(=O)NCc2ccc3c(c2)OCO3)s1
  7.7, 3.04, 1.76
CCS(=O)(=O)N1CCCC(C(=O)NCCN2CCC(Cc3ccccc3)CC2)C1 (stereo not given)
  -30.8, -0.15, 0.67
CSc1nnc(-c2ccccc2Cl)n1N
  32.1, 0.02, -0.62
COc1cc2[nH]c(=S)nc(NCC3CCCO3)c2cc1OC (stereo not given)
  /, 0.53, -0.25
O=C(CC1Nc2ccccc2NC1=O)NCc1cccnc1 (stereo not given)
  35.7, 0.46, 0.05
CSc1nc2ccccc2n1CC(=O)Nc1c(C)n(C)n(-c2ccccc2)c1=O
  /, 2.19, 2.59
COc1ccc2nc(Nc3nc(CSc4nc5ccccc5[nH]4)cc(=O)[nH]3)nc(C)c2c1
  -27.8, 1.53, 1.59
CCN1C(=O)N(c2cccc3ccccc23)C(C)=CC1(C)C
  -18.4, -1.12, -1.1
COc1ccc(C(=O)NCc2nnc(SC)n2Cc2ccccc2)cc1
  15.4, /, /
Cc1ccc(-c2nnn(CCC(=O)NC(C)(C)C)n2)cc1
  31.2, 0.58, 1.11
N#CCn1c2ccccc2c2nc3ccccc3nc21
  46.7, /, /
O=C(NC1CCCC1)C1CCCN(S(=O)(=O)c2ccc(-n3cnnn3)cc2)C1 (stereo not given)
  /, 1.09, 0.89
CCC1(CC)NC(=O)N(CC(=O)Nc2ccc(S(=O)(=O)N3CCOCC3)cc2)C1=O
  -11.1, /, /
CCN1CCN(c2nc(S(=O)(=O)c3ccc(C)cc3)c(Cl)s2)CC1
  18.2, /, /
CC1(C)CC(N2CCCC2)=CC(=[N+]2CCCC2)C1
  25.0, 1.49, 1.22
CC(C)(C)C1CCc2c(sc(NC(=O)C3CC=CCC3C(=O)O)c2C#N)C1 (stereo not given)
  -3.9, 0.85, -0.68
CCOC(=O)c1ccc(N/N=C/c2cc(Br)cc([N+](=O)[O-])c2O)cc1
  0.0, /, /
O=C(NC1CCN(C(=S)NCc2ccco2)CC1)C1CCCCC1
  37.5, 0.72, 0.58
CCN(C(=O)c1ccccc1Cl)c1ccccc1
  18.9, 0.66, 0.72
CC1(C)CC(=O)C2=C(C1)Nc1cc3c(cc1C2c1ccc(F)cc1)OCO3 (stereo not given)
  -100.0, -1.07, -1.32
Cc1ccc(S(=O)(=O)NC(=O)NCc2ccccc2)cc1
  3.2, 0.19, 0.2
COc1ccc(-n2c(O)c(/C=N/n3cnnc3)c3ccccc3c2=O)cc1
  -14.3, 1.33, 0.98
Cc1ccc(CN2C(=O)CCC2C(=O)NC2CC2)cc1 (stereo not given)
  40.0, 1.05, 1.19
CCOC(=O)/C=C1\SCC(=O)N1Cc1ccc(Br)cc1
  /, -1.82, -1.66
COc1ccc(N(C(=O)c2ccc(Br)o2)C2C=CS(=O)(=O)C2)c(OC)c1 (stereo not given)
  -95.0, /, /
COc1ccc(NC(=O)c2cc([N+](=O)[O-])nn2Cc2ccccc2)c(C)c1
  /, -0.55, -0.29

Values in the order – Insulin prom inh, sdo1 growth, sdo1 growth Rescue 24 h
COCCSc1ccccc1C(=O)N1CCCC1
  -16.2, -0.41, -0.62
C=CCN1C(=O)CS/C1=N\S(=O)(=O)c1ccc(Cl)cc1
  /, -0.39, -0.27
c1ccc(CNCCN2CCNCC2)nc1
  -16.7, 0.76, 1.47
CCOC(=O)N1CCN(C(=O)/C(=C\c2cccs2)NC(=O)c2cccs2)CC1
  -15.8, /, /
COCc1cc(C)nc(SCC[N+](C)(C)CC(=O)Nc2ccccc2)c1C#N
  -8.3, /, /
Cc1ccc(-c2cn3cccnc3n2)cc1NC(=O)c1cccs1
  /, 0.76, 1.11
CC(C)c1ccc(C2=C(O)c3ccccc3C(=O)C2=O)cc1
  50.0, -1, -1.62
Clc1ccc2c(c1)c1ccccc1n2CN1CCOCC1
  /, -2.14, -1.7
C=CCNC(=O)CNS(=O)(=O)c1ccc(F)cc1
  25.7, 0.15, -0.23
O=C(O)CSc1ccccc1C(=O)O
  -9.6, 1.37, 0.12
Cc1ccc(C(=O)OCc2cc3ccccc3[nH]c2=O)cc1
  /, -0.44, 0.5
CCN(Cc1ccccc1)C(=O)c1ccc(CNS(=O)(=O)c2ccc(C)cc2)cc1
  -16.7, -1.42, 0.17
Cc1cccc(C(=O)N/N=C/c2ccncc2)c1
  /, 2.31, 1.46
Cc1ccc(NC(=O)CSc2n[nH]c(=O)n2C2CC2)cc1S(=O)(=O)N1CCOCC1
  21.1, -0.03, -0.36
Cc1[nH]n(-c2ccc(Br)cc2)c(=O)c1C=Nc1ccc(S(=O)(=O)Nc2nccs2)cc1
  /, 0.28, -0.35
CCOC(=O)N1CCC(N2Cc3cccc(C(=O)N4CCN(C5CCCCC5)CC4)c3C2=O)CC1
  /, 1.05, 0.68
Cc1n[nH]c(=S)n(/N=C/c2ccccn2)c1=O
  /, 1.56, 1.4
COc1ccc(CN(C#N)c2nc(SC)nc(N(C)C)n2)cc1
  /, -2.44, -1.61
O=S(=O)(c1ccc(Cl)cc1)N1CCN(c2nc(-c3cccs3)nc3ccccc23)CC1
  25.9, -0.38, 0.25
COc1ccccc1NC(=O)N1CCC(c2nnc(SCC(N)=O)n2C)CC1
  20.0, 0.94, 0.97
COc1ccc(N(C(=O)Cn2nnc3ccccc32)C(C(=O)NCc2ccco2)c2ccc(C)o2)cc1 (stereo not given)
  -28.6, 1.15, 1.8

Entries shown so far with a nitro group on carbon (5):
Values in the order – Insulin prom inh, sdo1 growth, sdo1 growth Rescue 24 h
COc1ccccc1NC(=O)COc1ccc(C(F)(F)F)cc1[N+](=O)[O-]
  20.8, /, /
Cc1cc(Br)ccc1NC(=S)Nc1cccc([N+](=O)[O-])c1
  /, -1.84, -1.38
COc1ccc(-c2nc3ccc([N+](=O)[O-])cc3[nH]2)cc1
  40.6, -0.4, 0.62
CCOC(=O)c1ccc(N/N=C/c2cc(Br)cc([N+](=O)[O-])c2O)cc1
  0.0, /, /
COc1ccc(NC(=O)c2cc([N+](=O)[O-])nn2Cc2ccccc2)c(C)c1
  /, -0.55, -0.29
